# Bioassay records from PubChem.
# S100A4 inh HTS: blocks human S100A4 binding to myosin IIA peptide; P26447; 360,000 compounds, 0.14% hits; inhibition, % at 10.7 µM; S100A4/TAMRA-MyoIIA peptide fluorescence polarization; AID 652163;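 active = mean inhibition of at least 70% across replicates, with every replicate also reaching that level; inconclusive = mean inhibition reaches 70% but some replicates fall short; inactive = mean inhibition below 70%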
# Target sequence (P26447 whole entry, looked up): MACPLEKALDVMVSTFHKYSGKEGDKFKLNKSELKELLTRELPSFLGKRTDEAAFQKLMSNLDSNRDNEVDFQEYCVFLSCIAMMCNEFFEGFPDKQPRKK
#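 incubation = readout 5 min after mixing, signal stable up to 60 min | system = S100A4 monomer protein | buffer or medium = HEPES pH 7.2 with CaCl2, KCl, NaCl, DTT, Triton | benchmarks = neutral control DMSO, positive control TFP | also added = fluorescent myosin IIA peptide, 5 nM | compound dosing = one concentration per compound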
# PGC1a acetyl inh: modulators of PGC1a acetylation. U2OS PGC1a acetylation, AlphaScreen anti-acetyl-lysine; with virally co-expressed GCN5 acetyltransferase. inhibition, % at 15.6 µM. 350,000 compounds, 0.17% hits. AID 651687;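 active = every replicate shows inhibition of at least 40%; inconclusive = mean inhibition at least 40% but some replicate below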;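 note: 0% = neutral control wells and 100% = positive control wells; some results beyond the cut were filed as inactive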
# PAX8 inh HTS: PAX8 transcriptional activity inhibition; AID 652154; RMG-I TPO-luciferase reporter, SteadyGlo, 24 h; 360,000 compounds, 1.2% hits; inhibition, % at 12.6 µM;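 active = mean replicate inhibition at least 60% with every replicate also reaching 60%; inconclusive = only one of the two criteria is met; inactive = mean below 60% and not all replicates reaching 60%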;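 note: luciferase light reporting Pax8 driven TPO promoter activity; plate controls were median of neutral control wells for no effect and mitoxantrone controls for full effect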
# PglD DTNB: blocks C. jejuni PglD acetyltransferase activity. purified PglD enzyme, DTNB colorimetric CoA detection. 360,000 compounds, 0.098% hits. inhibition, % at 12.5 µM; in the data active = inhibition above about 16%, passing the limit was not always enough; inconclusive = no clear call, values can overlap the other calls; note: strong numbers were not always called active
# LGR2 antag: blocks bursicon-induced cAMP signaling via Drosophila LGR2; HEK293 LGR2, CRE-luciferase, bursicon-stimulated, 4 h; inhibition, % at 9.99 µM; 380,000 compounds, 0.35% hits; AID 720647;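 active = drop in luminescence signal, shown as inhibition above about 50% in the replicate tests, limit read from the data, passing the limit was not always enough; inconclusive = probably only some replicates passing the limit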;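 note: agonist challenge used bursicon conditioned medium at about half maximal strength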
# ERAP1 HTS inh: ERAP1 (human) enzyme inhibition; Q9NZ08; recombinant ERAP1, Leu-AMC fluorescence, 60 min; inhibition, % at 10.7 µM; 340,000 compounds, 0.15% hits; AID 652197;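 active = mean replicate inhibition of at least 30%, or all replicates individually reaching that 30% level; inactive = mean below 30% and not every replicate reaching it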;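 note: 0% = neutral control wells and 100% = L-leucinethiol positive control wells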
# Target sequence (Q9NZ08 whole entry, looked up): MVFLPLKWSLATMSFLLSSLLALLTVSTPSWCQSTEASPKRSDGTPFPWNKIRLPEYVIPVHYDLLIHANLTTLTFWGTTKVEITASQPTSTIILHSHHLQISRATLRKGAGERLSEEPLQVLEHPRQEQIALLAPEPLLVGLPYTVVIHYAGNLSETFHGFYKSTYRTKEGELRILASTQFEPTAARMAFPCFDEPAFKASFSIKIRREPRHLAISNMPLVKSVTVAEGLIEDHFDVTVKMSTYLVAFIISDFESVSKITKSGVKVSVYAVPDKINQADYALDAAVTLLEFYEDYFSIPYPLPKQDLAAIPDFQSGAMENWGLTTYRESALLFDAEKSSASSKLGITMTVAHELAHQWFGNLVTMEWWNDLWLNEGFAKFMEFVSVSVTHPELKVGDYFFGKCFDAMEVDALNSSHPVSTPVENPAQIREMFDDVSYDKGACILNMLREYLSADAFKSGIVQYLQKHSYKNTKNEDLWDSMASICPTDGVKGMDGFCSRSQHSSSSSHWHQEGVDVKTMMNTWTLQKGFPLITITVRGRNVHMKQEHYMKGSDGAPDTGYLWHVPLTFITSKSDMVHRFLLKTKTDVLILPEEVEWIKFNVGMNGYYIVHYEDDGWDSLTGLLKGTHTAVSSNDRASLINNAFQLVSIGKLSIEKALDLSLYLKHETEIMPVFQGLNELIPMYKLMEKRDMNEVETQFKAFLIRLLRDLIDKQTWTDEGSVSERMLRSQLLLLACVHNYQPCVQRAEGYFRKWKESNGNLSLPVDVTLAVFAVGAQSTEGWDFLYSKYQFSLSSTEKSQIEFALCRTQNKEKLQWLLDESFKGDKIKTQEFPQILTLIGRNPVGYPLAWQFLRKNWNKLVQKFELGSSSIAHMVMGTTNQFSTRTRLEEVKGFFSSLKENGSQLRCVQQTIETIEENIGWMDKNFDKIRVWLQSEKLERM
# EWS-Fli block: EWS/Fli transcriptional activity inhibition; 350,000 compounds, 0.67% hits; inhibition, % at 12.6 µM; A673 NR0B1-luciferase reporter, viability-normalised;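 active = mean inhibition of at least 50% after viability correction, with every replicate also passing that limit; inconclusive = mean reaches 50% but only one of two replicates passes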;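 note: firefly luciferase signal divided by Alamar Blue viability fluorescence both relative to DMSO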
# FN deposit inh: fibronectin deposition inhibition; inhibition, % at 12.6 µM; AH1F fibroblasts, Alexa488-fibronectin deposition fluorescence, overnight; 350,000 compounds, 0.086% hits;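 active = mean inhibition across replicates of 30% or more, regardless of how many single replicates reach that level; inconclusive = mean under 30% yet at least half of replicates reach 30%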;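 note: positive control wells lacked labelled fibronectin entirely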
#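 Measured by – fluorescence 485/525 nm · System – AH1F fibroblast monolayer, labelled fibronectin deposition · Amount – 10000 cells per well · Buffer or medium – serum-reduced DMEM (2% serum) · Doses – single dose, pinned · Also added – fluorescent fibronectin at 24 nM final · Schedule – 1 h cell attachment, overnight exposure to compound and label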
# Active calls of the source: *; ? = inconclusive; nt = no result given. Rows were taken by chance; 2.1% or so of the library scored in one or more.
SMILES,S100A4 inh HTS,PGC1a acetyl inh,PAX8 inh HTS,PglD DTNB,LGR2 antag,ERAP1 HTS inh,EWS-Fli block,FN deposit inh
CCC(=O)N1CC(=O)N2[C@H](C1)[C@@H](c1ccc(-c3cccnc3)cc1)[C@@H]2CO,3,-21,0,nt,-1,1,7,nt
O=C(CCCN1C(=O)/C(=C/c2ccccc2)SC1=S)Nc1ccccc1O,11,8,41,nt,1,2,47,0
COc1cc(OC)nc(Oc2ccccc2C(=O)Oc2ccc(F)cc2Cl)n1,-2,-4,nt,-2,3,-7,8,nt
COc1ccc(CN(C)C[C@@H]2Oc3ccc(NS(=O)(=O)c4c(C)noc4C)cc3CC(=O)N([C@H](C)CO)C[C@H]2C)cc1,3,0,nt,nt,-2,-1,0,-2
Cc1ccc(NC(=S)N2CCC(N(C)CC3CCCO3)CC2)cc1C (stereo unspecified),4,-6,-6,2,-3,-4,-3,4
Cc1cccc(C)c1N(C(=O)c1ccco1)C(C(=O)NC1CCCC1)c1ccncc1 (stereo unspecified),3,nt,11,nt,10,-1,-2,-6
O=C(Cn1cnc2c(nnn2Cc2ccccc2F)c1=O)N1CCN(c2ccccc2)CC1,3,0,nt,0,-4,14,-3,nt
Cc1ccnc(N2C(=O)c3ccc([N+](=O)[O-])cc3C2=O)c1,-1,0,25,0,-1,-3,8,-3
O=C(c1ccc(F)cc1)N1CCC(C(=O)N2CCN(S(=O)(=O)c3ccccc3Br)CC2)CC1,-4,nt,nt,-2,-6,-2,9,-1
Cc1noc(C)c1S(=O)(=O)Nc1ccc(C(=O)NCCc2ccccc2)cc1,nt,7,-3,10,nt,nt,nt,0
Cc1cc(-c2nnc(SCC(=O)Nc3ccc(F)cc3)n2N)n[nH]1,8,-16,-1,-4,-1,0,-3,5
O=C(CN1C(=O)NC2(CCCC2)C1=O)NCCc1ccc(F)cc1,1,2,-10,6,nt,-2,8,-8
Cc1cccc(S(=O)(=O)NNC(=O)Cc2cccn2C)c1,-2,2,20,nt,-12,-2,0,7
COc1cc2c(C)nc3onc(-c4ccccc4)c3c2cc1OC,nt,5,44,1,nt,nt,nt,1
CCOC(=O)C1(C)CCCN(C(=O)c2ccccc2C(F)(F)F)C1 (stereo unspecified),0,4,-11,3,-5,0,7,nt
COc1cccc(/C=N/NC(=O)CNC(=O)c2ccco2)c1O,8,nt,-18,nt,-13,nt,-2,2
O=C(c1ccccc1NS(=O)(=O)c1ccc(Cl)cc1)N1CCc2ccccc21,-2,nt,6,nt,16,2,8,-4
CCCCOC(=O)c1ccc(NC(=O)C(=O)NCc2cccnc2)cc1,-3,-2,2,-5,0,0,-7,-3
COc1ccc(/C=C/CN2CCN(CC(C)C)C(CCO)C2)cc1 (stereo unspecified),-10,nt,-24,nt,10,-3,-19,-2
CN(C)c1ccc(Cc2cc3c(O)ccc(O)c3cc(Cc3ccc(N(C)C)cc3)c2=O)cc1,-1,nt,11,nt,5,0,-13,nt
COc1ccccc1NS(=O)(=O)c1cc(NC(=O)Cc2n[nH]c(=O)c3ccccc23)ccc1Cl,-5,-3,nt,-1,22,-11,-15,3
Cc1ccccc1OCCC(=O)OCC(=O)Nc1ccc(N2CCOCC2)cc1,-7,nt,8,-1,-16,-2,-3,2
C[C@@H](NC(=O)C[C@@H]1CC[C@H]2[C@H](COc3ccc(NC(=O)C4CCOCC4)cc3C(=O)N2C)O1)c1ccccc1,16,33,1,0,-2,2,-8,2
CCN(CC)CCNC(=O)c1ccc(N)cc1,-9,7,5,4,-22,-2,-2,3
COc1ccccc1S(=O)(=O)N(C)C[C@@H]1Oc2cc(/C=C/c3ccccc3)ccc2S(=O)(=O)N([C@H](C)CO)C[C@H]1C,6,-10,nt,1,17,-2,21,nt
Cc1ccc(S(=O)(=O)CCC(=O)OCCOc2cccc(Br)c2)cc1,-7,1,11,1,-7,-2,5,7
COCCN1C(=O)N[C@@H](c2ccco2)C(C(=O)OC)=C1C,-2,nt,10,5,1,1,1,-1
Cc1cc(C(=O)NNC(=S)NCC2CCCO2)cs1 (stereo unspecified),nt,5,nt,-5,-5,nt,nt,2
COc1ccc(-c2cc(-c3ccccc3)nc(NN)n2)cc1OC,4,5,-6,4,7,3,-10,4
CCCNC(=O)C1(C)CCCN(Cc2ccsc2)C1 (stereo unspecified),-4,4,5,-3,11,-2,2,8
Cc1ccc(S(=O)(=O)Nc2ccc3c(c2)CC(=O)N([C@H](C)CO)C[C@@H](C)[C@@H](CN(C)S(C)(=O)=O)O3)cc1,46,-8,1,2,-9,-1,-5,7
CCn1c(SCC(=O)N(C)C)nc2cc(S(=O)(=O)N3CCCCC3)ccc21,-5,5,-11,4,4,-2,0,6
COc1cccc(N2CCN(C(=O)CCCCCNc3nc(=S)[nH]c4ccccc34)CC2)c1,0,-7,-7,nt,?,-4,0,0
CC(C)C(NC(=O)c1ccc(F)cc1)C(=O)NCC1CCCO1 (stereo unspecified),0,-4,7,2,-3,-3,1,2
COc1ccc(-c2nnc(-c3ccccc3O)o2)cc1,3,-4,-196,-1,-12,3,-14,1
O=C(Cc1cccs1)NCc1ccc(F)cc1,nt,28,-17,0,nt,nt,nt,9
Cc1cc(NC(=O)CSc2nc3cc(Cl)ccc3c(=O)n2Cc2ccco2)no1,1,5,6,-2,nt,2,13,-14
COc1ccc(CCNC(=O)C(=O)NCC2CCCN2S(=O)(=O)c2ccc(OC)cc2)cc1 (stereo unspecified),-6,-2,21,-1,13,1,-1,6
CC(=O)Nc1ccc(NC(=S)NC(=O)/C=C/c2ccco2)cc1,-5,1,10,-9,-7,1,7,-3
O=C(CSc1nc2ccccc2[nH]1)c1c[nH]c2ccccc12,-5,1,-26,1,-25,1,-48,2
C[C@H](CO)N1C[C@H](C)[C@@H](CN(C)S(=O)(=O)c2cccs2)Oc2ccc(N(C)C)cc2C1=O,-5,18,-4,1,-8,-4,0,0
O=C(NCc1ccc2c(c1)OCO2)Nc1ccc(Cl)cc1,0,nt,-82,3,-4,0,-41,1
Nc1c(N(CCO)C(=O)C2CCCCC2)c(=O)[nH]c(=O)n1Cc1ccccc1,-2,-9,7,3,7,-4,1,6
CCc1cnc(N2[C@H](C#N)[C@H](c3ccccc3)[C@H]2CO)s1,-4,2,-16,-4,6,-1,1,-7
CO[C@@H]1CN(C)C(=O)c2ccc(NS(C)(=O)=O)cc2OC[C@@H](C)N(C(=O)C2CC2)C[C@@H]1C,0,-4,-22,0,-8,-4,-4,-8
C[C@H](CO)N1C[C@H](C)[C@H](CN(C)Cc2ccc(F)cc2)Oc2ncc(-c3ccccc3)cc2C1=O,5,5,-18,-2,-21,0,0,-9
CN1C(=O)C(O)(CC(=O)/C=C/c2ccco2)c2ccccc21 (stereo unspecified),-4,0,3,nt,0,-6,3,-1
COc1ccc2c3c([nH]c2c1)C1CC2C(CC(O)C(OC)C2C(=O)O)CN1CC3 (stereo unspecified),-2,8,nt,2,nt,4,8,nt

# Some of these compounds in order of formula weight, rising:
SMILES,S100A4 inh HTS,PGC1a acetyl inh,PAX8 inh HTS,PglD DTNB,LGR2 antag,ERAP1 HTS inh,EWS-Fli block,FN deposit inh
COc1ccc(-c2nnc(-c3ccccc3O)o2)cc1,3,-4,-196,-1,-12,3,-14,1
CCCCOC(=O)c1ccc(NC(=O)C(=O)NCc2cccnc2)cc1,-3,-2,2,-5,0,0,-7,-3
O=C(c1ccccc1NS(=O)(=O)c1ccc(Cl)cc1)N1CCc2ccccc21,-2,nt,6,nt,16,2,8,-4
C[C@@H](NC(=O)C[C@@H]1CC[C@H]2[C@H](COc3ccc(NC(=O)C4CCOCC4)cc3C(=O)N2C)O1)c1ccccc1,16,33,1,0,-2,2,-8,2

# The list goes on.
SMILES,S100A4 inh HTS,PGC1a acetyl inh,PAX8 inh HTS,PglD DTNB,LGR2 antag,ERAP1 HTS inh,EWS-Fli block,FN deposit inh
COc1ccccc1-c1cn(CC[C@H]2CC[C@@H](NC(=O)c3ccccc3F)[C@H](CO)O2)nn1,44,-9,30,2,-13,-1,13,0
COc1cccc(NC(=S)N2CCC(Cc3ccccc3)CC2)c1,-3,-10,11,0,18,-1,nt,-3
O=c1cc(C2CCCCC2)[nH]c(=O)[nH]1,19,7,7,1,1,-1,5,-4
CCOc1c(Br)cc(C2NS(=O)(=O)N=C3CCCCCN32)cc1OC (stereo unspecified),nt,-2,-3,5,nt,nt,nt,3
CC1=NN(C(=O)COc2ccccc2C)C(O)(c2ccc(Cl)cc2)C1 (stereo unspecified),2,9,26,4,-1,-2,6,-2
CO[C@H]1CN(C)C(=O)c2cc(NC(=O)NC3CCCCC3)ccc2OC[C@H](C)N(C)C[C@H]1C,-3,1,1,5,-2,0,15,4
CC(C)C(=O)NNC(=O)c1csc(-c2cccs2)n1,0,4,4,nt,nt,-2,-5,-3
CCCN(CCC)CCCNC(=S)Nc1ccc2nc(N3CCCC3)cc(C)c2c1,1,nt,5,3,5,-13,16,-5
Cc1cc(Cn2ccnc2)c(C)c([N+](=O)[O-])c1Cn1ccnc1,6,-1,1,-2,10,2,5,8
CO[C@H]1CN(C)C(=O)c2cc(NC(C)=O)ccc2OC[C@H](C)N(S(=O)(=O)c2cn(C)cn2)C[C@@H]1C,0,4,nt,1,6,3,3,-1
CC(c1ccccc1)N1C(=O)OC(C)(C)C1(C)O (stereo unspecified),10,-7,-5,4,9,-2,1,6
C[C@@H]1CCCCO[C@H](CN(C)Cc2ccc3c(c2)OCO3)[C@H](C)CN([C@H](C)CO)C(=O)c2cc(NC(=O)c3ccncc3)ccc2O1,40,-9,-18,5,-15,1,-7,-20
CC(=O)C1=C(O)C(=O)N(c2cccc(C(=O)O)c2)C1c1ccc(F)cc1 (stereo unspecified),-1,3,0,21*,-6,-2,3,0
Cc1nn(CC(=O)NCc2ccccn2)c(C)c1[N+](=O)[O-],-5,0,-10,-6,7,nt,-8,2
C[C@H]1CN([C@@H](C)CO)C(=O)c2cccc(NC(=O)c3cnccn3)c2O[C@@H]1CN(C)Cc1ccncc1,1,0,-13,0,13,3,1,2
CCOc1ccc(NC(=O)Cc2ccc(S(=O)(=O)N3CCOCC3)s2)cc1OCC,-3,nt,-9,-6,-1,-3,-1,3
Cc1cccc(N(C(=O)CCC(=O)Nc2cc(C)on2)C(C(=O)NC2CCCC2)c2ccccc2)c1 (stereo unspecified),-7,-9,-2,-1,2,-2,0,1
O=C1NCCN(C(=O)CCc2nnc(-c3ccsc3)o2)C1c1ccc(F)cc1 (stereo unspecified),-5,nt,7,nt,20,-1,8,-9
COC(=O)c1c(NC(=O)CC2SC(N)=NC2=O)sc2c1CCC(C(C)(C)C)C2 (stereo unspecified),-1,nt,-25,nt,0,-2,12,nt
Cc1c(C(=O)OCC(=O)N(C)Cc2ccc(Cl)cc2)oc2ccccc12,-2,9,1,-3,-16,1,-3,1
CC(C)N1CCN(Cc2ccc(C#CC(C)(C)O)cc2)CC1CCO (stereo unspecified),0,nt,-2,nt,-2,0,-4,7
Cc1cc(C)n(CCCNC(=O)c2cc(COc3ccc(C)c(C)c3)on2)n1,-7,4,7,5,3,1,2,0
COc1ccc(/C=N/OCC(=O)Nc2cc(C)on2)cc1OC,5,-1,44,-2,-9,-1,0,-1
Cc1ccccc1S(=O)(=O)N1CCCCN2[C@@H](CO)[C@H](c3ccc(-c4cncnc4)cc3)[C@@H]2C1,-4,0,-21,-10,-18,0,nt,nt
